Bioassay records: PubChem, The Scripps Research Institute Molecular Screening Center
M1 ag – agonists of human M1 muscarinic receptor; activation, % at 3 µM; 0.33% of 360,000 active; CHO-K1 hM1, Fluo-8 calcium fluorescence, agonist mode; 0% DMSO, 100% acetylcholine EC100; P11229; AID 588814;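 active = activation above the run's mean compound activation plus 3 SD, cut at about 16% in these data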;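 note: peak over basal fluorescence ratio within a 140 s kinetic read after compound addition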
OXTR potentiate – human OXTR potentiation | P30559 | CHO-OTR cells, Fluo-8 calcium fluorescence, potentiator mode; 0% = oxytocin EC15, 100% = EC100 | activation, % at 3 µM | 0.061% of 320,000 active;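 active = activation above that plate's cutoff, the mean activation of tested compounds plus 3 SD, cut at about 6.6% in these data, passing the limit was not always enough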;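 note: 100% uses oxytocin at 75 nM as the full agonist control; some results filed as inactive read as strong as hits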
Target sequence (P30559 whole entry, looked up): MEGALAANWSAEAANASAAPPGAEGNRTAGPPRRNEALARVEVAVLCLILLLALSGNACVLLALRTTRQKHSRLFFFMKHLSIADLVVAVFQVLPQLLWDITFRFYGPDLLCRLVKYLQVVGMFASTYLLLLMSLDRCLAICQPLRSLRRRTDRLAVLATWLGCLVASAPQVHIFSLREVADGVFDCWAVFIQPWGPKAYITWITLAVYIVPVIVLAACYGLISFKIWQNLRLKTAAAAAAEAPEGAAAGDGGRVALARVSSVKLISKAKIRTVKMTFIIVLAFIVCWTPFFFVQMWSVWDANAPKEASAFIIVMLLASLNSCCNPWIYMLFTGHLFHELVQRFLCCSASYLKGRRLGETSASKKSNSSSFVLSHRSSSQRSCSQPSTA
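System: human OTR in CHO cells / Also added: sub-maximal oxytocin, roughly EC15 / Control set: EC15 oxytocin low, 75 nM oxytocin high / Schedule: 6 min compound pre-incubation at room temperature, 100 s kinetic read / Compound: single-point 3.0 µM / Replication: singlicate / Technique: Fluo-8 calcium dye fluorescence / Read-out basis: % activation of max/min ratio relative to oxytocin controls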
TAAR1 agonist – human TAAR1 agonism | 0.99% of 360,000 active | CHO RD-HGA16 TAAR1, Fluo-8 calcium fluorescence; vehicle wells 0%, saturating PEA agonist 100% | Q96RJ0 | activation, % at 3 µM;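 active = activation above the mean activation of all test compounds in the run plus 3 SD, cut at about 38% in these data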
Target sequence (Q96RJ0 whole entry, looked up): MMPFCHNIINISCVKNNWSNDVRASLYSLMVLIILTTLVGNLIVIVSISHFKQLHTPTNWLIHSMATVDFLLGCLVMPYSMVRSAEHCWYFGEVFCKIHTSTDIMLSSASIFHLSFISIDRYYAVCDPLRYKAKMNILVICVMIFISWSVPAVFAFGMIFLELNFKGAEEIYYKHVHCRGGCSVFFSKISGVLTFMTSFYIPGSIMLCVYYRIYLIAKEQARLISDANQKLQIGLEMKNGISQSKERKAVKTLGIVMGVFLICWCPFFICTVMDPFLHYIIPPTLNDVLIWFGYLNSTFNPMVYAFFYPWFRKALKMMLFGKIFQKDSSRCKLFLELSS
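Assay system: CHO-derived RD-HGA16 cells with stable Gα16 and human TAAR1; timing: 17-24 h seeding, 75 min 37 °C dye, 30 min RT; read-out: % activation from peak over basal fluorescence ratio, DMSO-to-PEA scaled; measured by: kinetic Fluo-8 calcium fluorescence; benchmarks: low control DMSO, high control PEA (EC100); doses: 3 µM single concentration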
CHO-K1 Ca ag – M1 agonist counterscreen hit in parental CHO-K1 cells; Fluo-8 calcium fluorescence; scaled to maximal ATP response, vehicle zero; AID 602248; 0.48% of 360,000 active; activation, % at 3 µM; in the data active = activation above about 15%;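 note: untransfected CHO-K1 host cells lacking M1 receptor as counterscreen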
CHO parental Ca – signal in parental CHO cells, OX1R antagonist counter-screen | parental CHO-K1, ATP-induced calcium, Fluo-8 fluorescence | inhibition, % at 5.6 µM | 0.63% of 330,000 active;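 active = inhibition above that plate's mean sample inhibition plus 3 SD, cut at about 26% in these data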;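 note: 0% = ATP-challenged DMSO wells and 100% = DMSO wells without ATP; some compounds past the cut are filed as inactive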
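Material – parental CHO cells · Reagent – ATP stimulus · Compound – single nominal dose of 5.6 µM per compound · Detection – Fluo-8 fluorescence · Read-out basis – percent inhibition of calcium signal · Controls – ATP-challenged DMSO wells low, unchallenged DMSO wells high · Repeats – no replicates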
CHRM1 antagonist – human CHRM1 antagonism; P11229; CHO-K1 hM1, Fluo-8 calcium fluorescence, ACh EC80 antagonist; inhibition, % at 3 µM; 1.3% of 360,000 active;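 active = percent inhibition above its own plate's cutoff, namely the mean of that plate's compound wells plus 3 SD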;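 note: peak over basal fluorescence ratio during 140 s after agonist addition; 0% = ACh EC80 plus DMSO and 100% = DMSO alone without agonist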
TAAR1 antagonist – antagonists of human TAAR1. Q96RJ0. CHO RD-HGA16 TAAR1, Fluo-8 calcium fluorescence, antagonist. inhibition, % at 3 µM. 1.5% of 360,000 active. AID 624466;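 active = inhibition above a per-plate cutoff, the mean inhibition of test compounds on that plate plus 3 SD, cut at about 49% in these data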;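 note: 0% = DMSO plus EC80 beta-PEA response and 100% = DMSO alone without agonist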
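Test system: RD-HGA16 CHO cells with stable hTAAR1 and Gα16 / Probe or stimulus: EC80 β-phenethylamine stimulus / Times: seeding 17-24 h prior, 75-min 37 °C, 30-min RT dye loading / Detection: Fluo-8 calcium-sensitive fluorescence / Read-out basis: % inhibition scaled between DMSO and EC80 PEA controls / Repeats: singlicate, one well per test compound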
CHO-K1 Ca antag – M1 antagonist counterscreen hit in parental CHO-K1 cells. ATP-induced calcium, Fluo-8 fluorescence. 0.6% of 360,000 active. AID 602250. inhibition, % at 3 µM;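 active = inhibition above a per-plate cutoff, the plate's mean sample inhibition plus 3 SD, cut at about 24% in these data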;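 note: 0% = DMSO plus EC80 ATP and 100% = DMSO alone without ATP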
M1 PAM parental – M1 PAM counterscreen hit in parental CHO-K1 cells | AID 602247 | ATP EC20, Fluo-8 calcium fluorescence; 0% at ATP EC20, 100% at ATP max | activation, % at 3 µM | 0.02% of 360,000 active;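 active = activation above the run cutoff, the mean activation of all test compounds plus 3 SD, cut at about 40% in these data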;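 note: peak over basal fluorescence ratio in a 140 s read after ATP addition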
An asterisk follows results filed as active; nt = no result given.

Order of results: CHO-K1 Ca antag, CHO parental Ca, CHRM1 antagonist, CHO-K1 Ca ag, M1 ag, TAAR1 agonist, M1 PAM parental, TAAR1 antagonist, OXTR potentiate
Cc1n[nH]c(C)c1CN(C)C(=O)C1CCC(=O)N(CCc2cccc(F)c2)C1 (stereo not drawn)
    -1, -21, -9, 1.2, -2, 0, 2, -6, -2
CCC(=O)Nc1ccc(OCc2nc3ccccc3s2)cc1
    -12, -8, -3, 9.4, -2, 4, 17, 3, -5
CCN(CC)CCCNC(=O)COc1ccc2oc3c(c2c1)CCCC3
    -8, -12, 30, 0.3, -11, 2, 1, 2, -13
CCOC(=O)CSc1nc2ccc(NC(=O)CSc3nnnn3Cc3ccccc3)cc2s1
    10, 5, 21, 2.2, -3, 11, 3, 53*, -2
O=C(Nc1ccc2c(c1)OCO2)N1CCCc2ccccc21
    -9, 21, -4, 0.6, -3, 3, 14, -16, 9
O=C1CC(N2CCC(Cc3ccccc3)CC2)C(=O)N1CCc1ccccc1 (stereo not drawn)
    3, -24, 3, 4.0, 2, 6, -8, 4, -10
Cc1cccc(NS(=O)(=O)c2cccc3cccnc23)n1
    -7, -5, -16, 1.2, 4, 1, 13, -3, -1
Cc1cccc(NC(=S)NCC2CCCO2)c1 (stereo not drawn)
    -12, -8, -4, 1.2, -4, -1, 18, 12, 3
Cc1ccc(-c2cc(Cc3cccs3)c(=O)[nH]n2)cc1
    -10, -17, -21, -0.7, -2, 5, 21, 3, -5
COC(=O)c1ccccc1Oc1nc(Cl)cc(OC)n1
    -5, -2, 8, 0.4, -8, 6, 4, 13, -6
O=c1ccnc(SCn2nnc3ccccc3c2=O)[nH]1
    -2, -12, 4, 0.4, -5, 14, 7, -18, 1
Cc1ccc(Cn2c(=N)n(CC(O)COc3ccccc3)c3ccccc32)cc1 (stereo not drawn)
    -2, 41*, -6, 3.9, -3, 13, 16, -16, -12
COc1ccc(-c2csc(NC(=O)CN3C(=O)NC4(CCCC4)C3=O)n2)cc1
    9, -12, -2, 0.3, 4, 6, -12, 6, 1
Cc1nnc2ccc(-c3ccc(NS(C)(=O)=O)cc3)nn12
    -6, -3, 2, 0.9, -6, 1, 19, -4, -4
COc1ccc(C(=O)NCC(c2ccco2)N2CCc3ccccc32)c(OC)c1 (stereo not drawn)
    -20, -39, -10, -0.5, -6, -2, 48*, -11, -8
CCCN1CCN(C(=O)C2CCN(S(=O)(=O)c3c(C)noc3/C=C/c3ccc(C)cc3)CC2)CC1
    -9, -24, 34*, 1.6, -5, 7, 11, 1, -14
Cc1cc(S(=O)(=O)NCC2CC2)c(Cl)cc1Cl
    -14, -22, -13, 0.1, -6, 3, -10, -5, 1
Cc1cccc2sc(N(CCN(C)C)C(=O)c3ccc4ccccc4c3)nc12
    5, -12, -5, 0.8, 0, -2, 7, -17, -2
COc1cc(/C=N/NC(=O)c2ccc(O)cc2)ccc1Oc1ccc([N+](=O)[O-])cn1
    -10, -6, -10, 2.9, 0, 5, 17, 36, -10
CC(C)CNC(=O)COC(=O)c1ccc([N+](=O)[O-])cc1Cl
    -5, -17, 3, 0.5, -7, 9, 18, -5, -3

Next section:
Order of results: CHO-K1 Ca antag, CHO parental Ca, CHRM1 antagonist, CHO-K1 Ca ag, M1 ag, TAAR1 agonist, M1 PAM parental, TAAR1 antagonist, OXTR potentiate
c1ccc(-c2nc(SCc3nc4ccccc4[nH]3)c3oc4ccccc4c3n2)cc1
    -17, -13, 4, 0.5, -7, 2, 22, 54*, -5
COc1ccc(C2OCC(C)([N+](=O)[O-])CO2)cc1 (stereo not drawn)
    -2, nt, -13, 0.2, -4, 0, -3, -8, nt
CCOC(=O)c1[nH]c2ccc(OC)cc2c1NC(=S)N1CCN(c2ccc(F)cc2)CC1
    -5, -10, 12, -0.1, -7, 0, 15, 3, 0
Cc1cc(C)c(NC(=S)N2CCN(c3ccc([N+](=O)[O-])cn3)CC2)cc1C
    7, -7, 2, 1.1, -5, 3, -2, -12, -19
NCCC(=O)NCCc1cnc[nH]1
    3, 0, -23, 0.3, -1, 3, -8, -17, 1
Cc1cc(C)c2nc(SC3CCOC3=O)cc(C)c2c1 (stereo not drawn)
    -12, -21, -8, -0.6, -9, -2, 27, -32, -11
O=C(NNC(=O)c1cc2cc(Br)ccc2oc1=O)c1ccc(O)cc1
    -3, -3, 3, 0.1, -5, 38*, -7, -17, -3
COCCNS(=O)(=O)c1cc(-c2nn(C)c(=O)c3ccccc23)ccc1C
    -7, -15, -8, 1.6, -4, 2, 24, -17, 1
COc1cccc(NC(=O)CCc2c(C)nn(-c3ccc(N4CCOCC4)nn3)c2C)c1
    -13, -23, -9, 2.5, -1, 4, 13, -7, -5
CCNC(=O)/C(C#N)=C/c1c(N2CCN(c3ccccc3)CC2)nc2c(C)cccn2c1=O
    18, -26, 5, 0.4, -3, 4, -8, 42, -16
CCN(CC)S(=O)(=O)c1ccc(OC)c(NC(=O)/C=C/c2ccco2)c1
    -12, -3, -6, 1.1, -4, 0, 10, -3, 1
N=c1c2c(n(Cc3ccc(Cl)c(Cl)c3)c3c1CCC3)CCCC2
    -4, -4, 20, 1.2, -4, 8, 22, 8, -4
CCSc1nnc(NS(=O)(=O)c2ccc(OC)cc2)s1
    14, 16, 18, 0.3, -3, 4, 7, -19, -9
CN(CC(=O)NCCc1ccc(S(N)(=O)=O)cc1)Cc1c(F)cccc1Cl
    -2, -7, -8, 1.1, -5, -2, 9, 9, -9
O=C(Oc1c(-c2ccccc2)c(=O)n2c3c(cccc13)CC2)c1cccc([N+](=O)[O-])c1
    -1, -37, -17, 0.9, -2, -2, 4, -27, -16
CCC/C(O)=C1\C(=O)CCCC1=NCCc1c(C)[nH]c2ccc(C)cc12
    -16, -10, 3, 2.1, -3, 1, 11, -13, 1
CC(C)CCCN1C(N(C)C)=NC[C@@H]1C
    -19, -21, -23, -0.3, -7, 2, 7, 5, -8
Cc1ccc(N2CCN(C(=O)NC3CCCCC3)CC2C)cc1 (stereo not drawn)
    -8, -4, -6, 2.4, -1, 4, 21, -25, -6
COc1ccc(OCCN2CCC(C(=O)NC(c3ccc(Cl)cc3)c3ncccc3C)CC2)cc1 (stereo not drawn)
    -18, nt, 7, 2.8, -5, nt, 17, nt, nt
CCc1nc(Nc2cccc(F)c2)c2oc3ccccc3c2n1
    -12, -24, -21, -1.0, -8, -2, 7, 12, -1

Just CHO-K1 Ca ag and M1 ag (three entries from above):
compound	CHO-K1 Ca ag	M1 ag
Cc1cc(S(=O)(=O)NCC2CC2)c(Cl)cc1Cl	0.1	-6
CCc1nc(Nc2cccc(F)c2)c2oc3ccccc3c2n1	-1.0	-8
Cc1cc(C)c2nc(SC3CCOC3=O)cc(C)c2c1 (stereo not drawn)	-0.6	-9

The list continues:
Order of results: CHO-K1 Ca antag, CHO parental Ca, CHRM1 antagonist, CHO-K1 Ca ag, M1 ag, TAAR1 agonist, M1 PAM parental, TAAR1 antagonist, OXTR potentiate
CCn1c(SCC(=O)Nc2ccccc2)nc2ccccc2c1=O
    -8, -12, 14, 0.7, -2, 9, 2, -3, 4
O=C(COC(=O)CNC(=O)c1cccc([N+](=O)[O-])c1)NCc1ccco1
    -8, 0, 5, 0.6, -3, 0, 0, -13, -18
Cc1ccc(OCCCC(=O)Nc2ccc(S(=O)(=O)N3CCOCC3)cc2)cc1
    4, -15, 14, 8.1, 0, 10, -7, 22, -12
O=C1CSC(=S)N1/N=C/c1ccc2c(c1)OCCO2
    -17, -14, 0, 0.3, -2, 1, -7, -10, -11
CCN(C(C)=O)c1nnc(CSc2nc3ccccc3s2)s1
    -4, nt, -4, 0.1, -5, 4, 8, -4, nt
Cc1onc(-c2c(Cl)cccc2Cl)c1C(=O)Nc1ccc(Cl)cn1
    -11, -18, -5, 1.1, -7, 4, 20, -9, 3
Cc1ccc(N(C(=O)c2cccs2)C2C=CS(=O)(=O)C2)cc1 (stereo not drawn)
    -10, -3, -7, 0.8, -2, 0, 26, 7, 7
COC(=O)Cc1c(C)c2ccc(OC(=O)c3ccccc3)cc2oc1=O
    5, -9, 9, 1.6, -3, 3, -7, 6, -4
Cn1cc2cccc([N+](=O)[O-])c2n1
    -14, -1, -5, 0.0, -6, 1, 3, 8, 3
CC(C)n1c(C(=O)OCC(=O)NCc2ccc3c(c2)OCO3)cc2sccc21
    -16, -18, -27, 2.9, -4, 15, 16, 12, -4
N=C1/C(=C/c2cccs2)C(=O)N=C2SN=C(SCc3ccccc3)N12
    -8, 7, -9, 0.9, 4, 6, 14, 16, -1
CCOC(=O)C1CCCN(Cc2nc(N)nc(Nc3ccc(C)cc3)n2)C1 (stereo not drawn)
    -4, -16, -11, -0.1, 28*, 13, 7, 12, -7
Cc1cc(C)c(C#N)c(N2CCN(c3ccccc3F)CC2)n1
    -22, -25, -23, 0.3, 1, 4, 24, -38, -8
O=C(Cn1cnnn1)Nc1cccc(S(=O)(=O)N2CCCCC2)c1
    -7, -6, -11, -0.1, -4, 2, 11, -7, 4
CCCCn1c(=O)nc2n(-c3ccc(OC)cc3)c3ccccc3cc-2c1=O
    -2, -22, -12, 0.1, -3, -2, 9, 13, -1

Individual results from the entries so far.
N=C1/C(=C/c2cccs2)C(=O)N=C2SN=C(SCc3ccccc3)N12 – CHO parental Ca = 7
COC(=O)Cc1c(C)c2ccc(OC(=O)c3ccccc3)cc2oc1=O – CHO-K1 Ca ag = 1.6
O=C(Cn1cnnn1)Nc1cccc(S(=O)(=O)N2CCCCC2)c1 – CHO-K1 Ca antag = -7
O=C1CSC(=S)N1/N=C/c1ccc2c(c1)OCCO2 – CHRM1 antagonist = 0
CCN(C(C)=O)c1nnc(CSc2nc3ccccc3s2)s1 – TAAR1 agonist = 4
Cc1ccc(OCCCC(=O)Nc2ccc(S(=O)(=O)N3CCOCC3)cc2)cc1 – M1 ag = 0
Cc1cc(C)c(C#N)c(N2CCN(c3ccccc3F)CC2)n1 – TAAR1 agonist = 4
